# TTR transcr act: increases transthyretin transcription | SH-SY5Y TTR promoter Gaussia luciferase, luminescence; 100% = recombinant luciferase protein wells | AID 1117267 | activation, % at 16.7 µM | actives 1.3% (n = 92,000);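 active = activation above the mean of all tested compounds plus 3 SD, cut at about 9.5% in these data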;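 also: cells exposed to compounds for one day before reading; 0% = median of all test compound wells on the plate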
# Active calls of the source: *. An excerpt, so the mix of outcomes need not match the whole.
SMILES | TTR transcr act
COc1ccc(CNC(=O)C[C@H]2C[C@H](C(=O)N(C(C)C)C(C)C)[C@@]3(C)c4[nH]c5cc(CCC(=O)N(C)C)ccc5c4CCN3C2=O)cc1OC | -1.8
O=S(=O)(c1ccc(Cl)cc1)N1CCC(n2cccc2)CC1 | 1.1
COc1ccc(/C=N/N=C/c2c[nH]c(=O)c(C#N)c2Nc2ccccc2)cc1 | 0.6
COc1ccc2c(c1)OC[C@H]1[C@@H]2N2C(=O)CNC(=O)[C@@]2(C)[C@H]1c1ccccc1 | -1.9
O=Cc1ccc(C(=O)OCC(=O)N2CCCC2)cc1 | -0.5
O=S(=O)(N[C@@H]1CC[C@H](CCNS(=O)(=O)c2ccccc2Cl)O[C@@H]1CO)c1ccccc1 | 0.8
CC1(C)Cc2cccc(C(=O)NCc3ccco3)c2O1 | -1.2
CCCCCCCCS(=O)c1sc2nc3c(cc2c1N)CCCC3 (stereo not drawn) | 5.9
COc1ccc(CC(=O)NCCc2ccc3c(c2)OCO3)cc1OC | -0.6
CCOC(=O)CSc1nnc(-c2ccco2)n1-c1ccc(C)cc1 | -1.7
CSc1nnc(-c2ccccc2Cl)n1N | 0.9
O=C(Cc1ccc(Br)cc1)NCCc1ccccc1 | 5.0
CCOC(=O)c1cc2occc2n1Cc1c(F)cccc1Cl | -1.3
CCOC(=O)C1=C(CN2CCN(C(=O)OCC)CC2)NC(=O)NC1c1ccc2c(c1)OCO2 (stereo not drawn) | -1.0
O=C(NC1CC1)c1sc2cc(Cl)ccc2c1Cl | -0.3
Cc1cc(S(=O)(=O)Nc2nc(CN3CCOCC3)nc3sc4c(c23)CCC4)ccc1F | -2.0
O=C(CN1CCOCC1)Nc1ccc(NC(=O)CN2CCOCC2)c(Cl)c1 | 0.2
O=C(Cc1ccc(Cl)cc1)N1CCc2ccccc2C1 | 1.4
CC(C)OC(=O)CC1C(=O)NCCN1C(=S)NC(=O)c1cccs1 (stereo not drawn) | 1.2
O=C(O)c1ccc(N2C(=O)CSC2c2cccc([N+](=O)[O-])c2)cc1 (stereo not drawn) | 1.8
COc1ccc(-c2noc(CCC(=O)N3CCN(c4ccccc4C(F)(F)F)CC3)n2)cc1 | -0.2
CCn1c(=O)c2c(nc3n2CCN3c2ccccc2)n(C)c1=O | 4.3
Cc1cc(C)c2c(=O)[nH][nH]c2n1 | 1.5
Cc1ccc(N2C(=O)CC(n3nc(C)cc3C)C2=O)cc1 (stereo not drawn) | -1.8

# Among those listed so far, four contain a thiophene ring, fused or not:
SMILES | TTR transcr act
CCCCCCCCS(=O)c1sc2nc3c(cc2c1N)CCCC3 (stereo not drawn) | 5.9
O=C(NC1CC1)c1sc2cc(Cl)ccc2c1Cl | -0.3
Cc1cc(S(=O)(=O)Nc2nc(CN3CCOCC3)nc3sc4c(c23)CCC4)ccc1F | -2.0
CC(C)OC(=O)CC1C(=O)NCCN1C(=S)NC(=O)c1cccs1 (stereo not drawn) | 1.2

# Other records:
SMILES | TTR transcr act
CC(C)(C)n1nnnc1C(c1ccccn1)N(Cc1ccccc1)Cc1ccc(Cl)cc1 (stereo not drawn) | -1.3
CCOC(=O)Cc1c(C)nc2c(-c3ccc(OC)cc3)c(C)nn2c1C | 0.2
CCOc1ccc(NC(=S)Nc2cc(OC)c(Cl)cc2OC)cc1 | 2.0
CC1(C)CC2(CC(C)(C(=O)CSc3nc4ccccc4s3)OC2=O)C(=O)O1 (stereo not drawn) | 2.1
O=C(CSc1nncn1-c1ccccn1)Nc1cccc(Cl)c1 | -1.3
CCOc1ccccc1N1CCN(S(=O)(=O)c2ccc(F)c(F)c2)CC1 | 0.9
CCn1c(O)c(N=NC(=O)CNc2ccc(C)cc2)c2ccccc21 | 1.8
O=[N+]([O-])c1cccc(-n2nnnc2CN2CCCC2)c1 | -0.9
COC(=O)c1ccc(OCC2c3cc(OC)c(OC)cc3CCN2C(=O)C2CC2)cc1 (stereo not drawn) | -2.7
Cc1cccc2c1N(CC(=O)OC(C)C)C(=O)C2=O | 0.7
CCOc1ccc2oc(C(=O)NCc3ccccc3CN3CCCC3)c(C)c2c1 | -0.1
COc1ccc(Cl)cc1NC(=O)c1cnc2n(c1=O)CCS2 | 0.4
CC1CCCN(S(=O)(=O)c2ccc(Cl)s2)C1 (stereo not drawn) | -0.3
CCOc1cc(CN2CCc3c([nH]c4ccccc34)C2)ccc1OC | 0.3
Cc1onc(-c2c(Cl)cccc2Cl)c1C(=O)c1c[nH]c(C(=O)NCCCN2CCOCC2)c1 | 3.0
COc1cccc(C(O)c2nc(-c3cccc(C(F)(F)F)c3)cs2)c1 (stereo not drawn) | 0.6
COc1ccc(-c2nc3ccc([N+](=O)[O-])cc3[nH]2)cc1 | -4.5
O=C(c1nnc(Cc2ccc(Cl)cc2)o1)N1CCc2ccccc2C1 | -1.3
CCSc1ccc(-c2cccc([N+](=O)[O-])c2)nn1 | 2.6
COc1cccc(S(=O)(=O)NCc2ccc(C(=O)NCc3ccco3)cc2)c1 | 7.8
COC(=O)c1cn(NC(=O)COc2ccc(Cl)cc2)c(=O)c2ccccc12 | 1.5
O=C(Nc1cccnc1)c1ccccc1Oc1ccccc1 | 7.8
C#CC(C)OC(=O)C(C)NC(=O)c1ccccc1 (stereo not drawn) | 4.5
Cc1ccnc2nc(C(=O)OCC(=O)NCCc3ccc(Cl)cc3)nn12 | 1.1
O=C(Nc1c(Cl)ccc2nsnc12)c1ccco1 | 0.8
N#C/C(=C(/O)COC(=O)c1ccc(C#N)cc1)c1nc2ccccc2s1 | -1.6
COCCNC(=O)C(c1ccc(C)cc1)N(C(=O)C(=O)NC1CCCC1)c1ccc2c(c1)OCCO2 (stereo not drawn) | -0.5
COc1cc(CNC(=O)c2cc(-c3ccc(F)cc3OC)n[nH]2)cc(OC)c1 | -0.5
O=C(NC(=S)N1CCc2ccccc21)c1ccccc1 | -0.1
CC1(C)Cc2cccc(Oc3ccc(S(=O)(=O)N4CCCC4)cn3)c2O1 | 3.4
N#C/C(=C\c1ccc(F)c(Br)c1)C(=O)NC1CC1 | -0.7
CCCCSc1nnc(-c2cc(Br)ccc2N)c(=O)[nH]1 | 0.2
COc1ccc(N(C(=O)c2ccco2)C(C(=O)NC2CCCC2)c2ccncc2)cc1 (stereo not drawn) | 1.9
CCOC(=O)c1ccc(Nc2nc(=O)c3cccnc3s2)cc1 | 0.0
CC(=O)Nc1cc(C(=O)N2CCc3ccccc3C2)ccc1Sc1ccc(Cl)cc1 | 0.2
CC1CCCC(NC(=O)CCNC(=O)c2ccc([N+](=O)[O-])cc2)C1C (stereo not drawn) | -0.1
Cc1ccc(SCCNC(=S)Nc2ccc(C)cc2C)cc1 | -1.0
O=C(CSc1ccccc1C(=O)O)NC1CCCCCC1 | 1.0
CC(NC(=O)c1csc2ccccc12)C1CCCO1 (stereo not drawn) | -0.1
Cc1cc(Br)ccc1NC(=S)Nc1cccc([N+](=O)[O-])c1 | 0.8
FC(F)(F)c1ccccc1NC(=S)OCCN1CCCC12CCC(c1ccccc1)CC2 (stereo not drawn) | 0.7
COC(=O)c1cn(C(=O)c2cc(C)cc(C)c2)c2ccccc12 | 7.6
O=C(CCn1c(=O)oc2ccccc21)NCCCN1CCOCC1 | 0.6
CC(=O)NC(c1ccccc1)c1nc(-c2csc3ccccc23)cs1 (stereo not drawn) | -0.1
O=S(=O)(c1ccc(Cl)cc1)N1CCN(c2nc(-c3cccs3)nc3ccccc23)CC1 | 0.7
CC12CCC(C/C1=N\OC(=O)c1c(F)cccc1F)C2(C)C (stereo not drawn) | -0.2
Cc1cc(C)n(CC(O)Cn2c3ccccc3c3ccccc32)n1 (stereo not drawn) | -1.7
CC(C)NC(=O)CN1CCN(C(=O)CCl)CC1 | -0.2
Cc1n[nH]c(=S)n(/N=C/c2ccccn2)c1=O | 1.7
CCC(c1nnc(SCC(=O)N(C)c2ccccc2)n1Cc1ccccc1)N(C)C (stereo not drawn) | 3.3
Cc1cc(NC(=O)c2cc(S(=O)(=O)N3CCCCC3)ccc2C)n(-c2ccccn2)n1 | 2.1
COc1ccc(CN(C#N)c2nc(SC)nc(N(C)C)n2)cc1 | 6.0
Cc1ccc(NC(=O)CSc2n[nH]c(=O)n2C2CC2)cc1S(=O)(=O)N1CCOCC1 | -0.3
NCCCC[C@H]1CN=C(N)N1CCC12CC3CC(CC(C3)C1)C2 | 2.2
CSc1nc2ccc(NS(=O)(=O)c3ccc(Br)s3)cc2s1 | -2.3
COc1ccc(-n2c(Cc3cc(=O)[nH]c(=O)[nH]3)nnc2SCC(=O)Nc2cc(C(F)(F)F)ccc2Cl)cc1 | 0.4
O=C(Nc1nnc(-c2ccc(F)cc2)o1)c1cccc([N+](=O)[O-])c1 | -1.2
Cc1cccc(C(=O)N/N=C/c2ccncc2)c1 | -1.1
FC(F)(F)c1ccc(CN2CCCCCC2)cc1 | 0.8
O=C(CSc1ncccn1)NC(=O)c1ccccc1 | 2.1

# Additional structures:
SMILES | TTR transcr act
CCc1nnc(NC(=O)c2n[nH]c(=O)c3ccccc23)s1 | 2.2
COC(=O)c1cc(S(=O)(=O)NC2CCN(Cc3ccccc3)CC2)cn1C | -1.9
O=C(NNc1ncccc1-n1cccc1)c1ccc(Cl)cc1 | -1.8
O=C1CCCc2cc3c(ccc4ccccc43)cc21 | 8.3
CCOc1ccc(Cn2cc(F)c(=O)[nH]c2=O)cc1 | 0.1
CCc1cc2ccc(C)cc2nc1SCC(=O)Nc1cc(OC)c(OC)cc1C(=O)O | 0.9
Clc1ccc2c(c1)c1ccccc1n2CN1CCOCC1 | 22*
Cc1cc(=O)c(C(=O)OC(C)C(=O)NC(N)=O)nn1-c1ccc(Cl)cc1 (stereo not drawn) | -0.4
CCOC(=O)N1CCN(C(=O)/C(=C\c2cccs2)NC(=O)c2cccs2)CC1 | -0.8
O=C1NC[C@@H](Cc2cccc3ccccc23)N(CC2(c3ccccc3)CC2)C1=O | -4.2
CN(Cc1nc2ccccc2c(=O)[nH]1)Cc1cc(=O)oc2ccc3ccccc3c12 | -1.1
CC1C(=O)N(Cc2cn(Cc3ccco3)nn2)CCS(=O)(=O)N1Cc1ccc(-c2cccnc2)cc1 (stereo not drawn) | -0.6
CCc1nc2c(OCCOc3ccc(F)cc3)cccn2c1N(C)C(=O)C(C)C | 3.2
CCOC(=O)/C=C1\SCC(=O)N1Cc1ccc(Br)cc1 | 0.4
CC(C)(C)NC(=O)C(c1ccco1)N(Cc1ccc2c(c1)OCO2)C(=O)c1snc(C(N)=O)c1N (stereo not drawn) | 1.9
COc1ccc(N(C(=O)c2ccc(Br)o2)C2C=CS(=O)(=O)C2)c(OC)c1 (stereo not drawn) | -1.0
O=C(NC1=NCCS1)c1cc(-c2ccccc2)nn1-c1ccccc1 | 3.5
Cc1cccc(CN2CCN(Cc3ccco3)CC2)c1 | -1.3
O=C(NCN1CCN(c2ccccc2F)CC1)c1cccnc1 | 1.5
CCN1CCN(Cc2ccc(NC(=O)c3ccc(C)c(NC(=O)c4nccn4C)c3)cc2C(F)(F)F)CC1 | 11*
Cc1ccc(CNC(=O)CCC2CCCN(C(=O)CCC(F)(F)F)C2)o1 (stereo not drawn) | 0.4
O=C(CN(C(=O)Cn1nnc(-c2ccc(F)cc2)n1)c1ccc(F)cc1)NC1CCCC1 | -0.7
CCN(C(=O)c1ccccc1Cl)c1ccccc1 | -2.6
Cc1ccc2c(C)c(C(=O)NCCc3ccco3)oc2c1C | -1.7
CC(NCCCOc1cccc2ccccc12)c1ccccc1 (stereo not drawn) | -3.2
CCC(OC(=O)c1ccco1)C(=O)NC1CCCC1 (stereo not drawn) | -2.4
CCCCn1c(-c2cccc3ccccc23)nc2cc3[nH]c(=O)c(C(C)C)nc3cc21 | 0.3
CC(C)NC(=O)CC1C(=O)NCCN1CC(c1ccccc1)c1ccccc1 (stereo not drawn) | 0.0
CC1(C)CC(N2CCCC2)=CC(=[N+]2CCCC2)C1 | -4.2
O=S(=O)(CCSc1ccc(C(F)(F)F)cn1)c1ccc(Cl)cc1 | 2.2
CCCc1cc(=O)[nH]c(Nc2ccc(O)cc2)n1 | 19*
CCOC(=O)C(C(C)=O)c1c(Br)c(O)c(O)c2c(C(=O)c3ccc(C)cc3)coc12 (stereo not drawn) | -5.6
N#CCn1c2ccccc2c2nc3ccccc3nc21 | 8.5
COc1ccc(-c2[nH]ncc2CN(Cc2nccn2C)C(C)C)c(F)c1 | 0.1
COc1ccc(/C=C/C(=O)Nc2ccccc2)cc1S(=O)(=O)N1CCOCC1 | -4.3
COC(=O)[C@@]12C[C@@H](CC(=O)N3CCN(C(=O)C4CC4)CC3)C(=O)N(Cc3ccccc3)C1=CCC(C)(C)C2 | -1.6
COc1ccc(NC(=O)N(C)C[C@H]2Oc3c(NS(=O)(=O)c4cccs4)cccc3C(=O)N([C@H](C)CO)C[C@@H]2C)cc1 | -3.9
COc1ccccc1-n1c(SCC(=O)N2CCOCC2)nc(O)c(Cc2ccccc2)c1=O | 5.0
CCOc1cc(C(=O)OC(C(=O)NC(=O)NC)c2ccccc2)ccc1OCC(=O)N1CCOCC1 (stereo not drawn) | 1.2
CCN1C(=O)N(c2cccc3ccccc23)C(C)=CC1(C)C | 28*
Cc1ccc(NC(=S)N(Cc2ccc(Cl)cc2)Cc2ccc(C(=O)O)cc2)cc1Cl | 4.2
COc1ccc2nc(Nc3nc(CSc4nc5ccccc5[nH]4)cc(=O)[nH]3)nc(C)c2c1 | -0.8

# Arranged by count of non-hydrogen atoms (highest first): 7 of the compounds above
SMILES | TTR transcr act
COC(=O)[C@@]12C[C@@H](CC(=O)N3CCN(C(=O)C4CC4)CC3)C(=O)N(Cc3ccccc3)C1=CCC(C)(C)C2 | -1.6
CCOc1cc(C(=O)OC(C(=O)NC(=O)NC)c2ccccc2)ccc1OCC(=O)N1CCOCC1 (stereo not drawn) | 1.2
COc1ccccc1-n1c(SCC(=O)N2CCOCC2)nc(O)c(Cc2ccccc2)c1=O | 5.0
COc1ccc2nc(Nc3nc(CSc4nc5ccccc5[nH]4)cc(=O)[nH]3)nc(C)c2c1 | -0.8
Cc1ccc(NC(=S)N(Cc2ccc(Cl)cc2)Cc2ccc(C(=O)O)cc2)cc1Cl | 4.2
COc1ccc(/C=C/C(=O)Nc2ccccc2)cc1S(=O)(=O)N1CCOCC1 | -4.3
CCN1C(=O)N(c2cccc3ccccc23)C(C)=CC1(C)C | 28*
